Assay outcomes from PubChem BioAssay.
IL1B secr inh – blocks inflammasome-driven IL-1 beta release. THP-1 LPS/ATP IL-1B secretion, AlphaLISA, 16 h; hits give low values. activity change, % at 57.5 µM. hit rate 4.7% among 360,000. AID 743279; in the data active = activity change below about -50%; inconclusive = mostly about -30% to -49%; note: % is set by controls: 0 for no effect and ±100 for the full control effect
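THP-1 cells pretreated 1 hr with compounds (up to 57.5 uM final), then stimulated with LPS (250 ng/mL final) plus ATP (1.25 mM final); secreted IL-1B measured by AlphaLISA after 16 hr, decreased signal indicating inhibition.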
TGFb inhibitor – inhibitors of TGF-b signaling. HepG2 CAGA-GFP TGF-b/SMAD3 reporter, GFP fluorescence, 18 h; TGF-beta stimulated, 500 pg/mL final. Potency, µM (series often up to 46.1 µM), for inactives: at the top dose activity, negative = inhibition, most hits filed as inhibitors. hit rate 1.2% among 410,000; note: potency is the fitted concentration of half-maximal effect; % is set by controls: 0 for no effect and ±100 for the full control effect; nearly all actives have a fitted effect of over 65% in size
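GFP signal (ex488/em500-530) from TGF-beta-stimulated HEPG2 CAGA-GFP cells, 500 pg/mL final, 18 h at 37 degrees C in DMEM plus 1% FBS, normalized to unstimulated and DMSO-stimulated controls.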
HepG2 tox – HepG2 cytotoxicity, counter-screen for TGF-b inhibitors; AID 588856; HepG2 CAGA-GFP viability, ATP luminescence, 18 h; hit rate 0.76% among 410,000; Potency, µM (series often up to 46.1 µM), for inactives: at the highest dose activity change, negative = cytotoxicity, hits mostly cytotoxic; note: potency is the fitted concentration of half-maximal effect; some results filed as inactive show a strong effect at the top dose
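CellTiter-Glo luminescence gave cytotoxicity after 18 hours at 37 degrees C. The cells were HepG2 CAGA-GFP in 1% FBS DMEM, stimulated with 500 pg/mL TGF-beta after compound addition. %Activity was normalised to no-cell wells (complete cell-killing) and DMSO (no toxicity), and curves were fitted and classified.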
MCF10A rerep – DNA re-replication induction in MCF 10a cells | MCF 10A DNA re-replication, Hoechst nuclear intensity, 48 h | Potency, µM (highest dose often 46.1 µM), for inactives: at the top dose activity, positive = re-replication, usual class: activators | hit rate 2.9% among 350,000; note: potency is the fitted concentration of half-maximal effect; % of control where 0% means no effect; nearly all actives have a fitted effect of over 50% in size
S2 tox – cell viability loss in ATXN counter-screen; S2 cells (HEK-293 line with an ATXN2-luciferase reporter) viability, CellTiter-Fluor protease fluorescence, 24 h; AID 651635; hit rate 0.49% among 400,000; Potency, µM (top dose mostly 56.7 µM), hits mostly cytotoxic; note: potency is the fitted concentration of half-maximal effect; nearly all actives have a fitted effect of over 40% in size
Nrf2 inh – Nrf2 pathway inhibition | hit rate 2.1% among 360,000 | Potency, µM (top dose mostly 46 µM), inactives show at the top dose activity change, negative = inhibition, most hits filed as inhibitors | A549 ARE-Fluc reporter, luciferase luminescence, 18-24 h; note: potency is the fitted concentration of half-maximal effect; % is set by controls: 0 for no effect and ±100 for the full control effect; nearly all actives have a fitted effect of over 60% in size
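Nrf2 activity is the BugLite luminescence, read 15 min after reagent at room temperature, following CellTiter-Fluor cytotoxicity readout (30 min, 37C). Compound titrations were applied for 18-24 h to 5000 A549 ARE_Fluc cells/well in 5% FBS OPTI-MEM.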
Nrf2 activator – Nrf2 pathway activation | AREc32 ARE-luciferase reporter (MCF7-derived line), luminescence, 24 h | Potency, µM (top dose mostly 46.1 µM), for inactives: top-dose activation, actives largely listed as activators | hit rate 0.31% among 410,000 | AID 624171; note: potency is the fitted concentration of half-maximal effect; % of control where 0% means no effect; nearly all actives have a fitted effect of over 65% in size
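Steps: seed AREc32_Fluc cells (1000/well, 5% FBS OPTI-MEM); incubate overnight at 37 deg C; add 23 nL compound; incubate 24 hr; add Steady-Glo; hold 30 min RT; read luminescence.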
A549 viability – A549 cytotoxicity, counter-screen for Nrf2 inhibitors; AID 504648; Potency, µM (top dose mostly 46 µM), without a hit: at the highest dose activity change, negative = cytotoxicity, hits mostly inhibitors; hit rate 0.16% among 390,000; A549 ARE-Fluc cells, CellTiter-Fluor viability, 18-24 h; note: potency is the fitted concentration of half-maximal effect; % is set by controls: 0 for no effect and ±100 for the full control effect
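A549 ARE-Fluc cells in 5% FBS OPTI-MEM, 5000 cells/well, rested 2 h then exposed to compounds in concentration-response for 18-24 h at 37 °C. Viability by CellTiter-Fluor fluorescence (Ex 405/Em 525) after 30 min; luciferase luminescence (BugLite, 15 min, RT) read afterwards.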
ATXN2 expr inh – reduces ATXN2 reporter expression in HEK-293 cells; HEK-293 ATXN2-luciferase reporter, luminescence, 24 h; hit rate 0.72% among 360,000; Potency, µM (titrated, usually from 57 µM), for inactives: at the highest dose activity change, negative = inhibition, usual class: inhibitors; note: potency is the fitted concentration of half-maximal effect; % is set by controls: 0 for no effect and ±100 for the full control effect; nearly all actives have a fitted effect of over 55% in size
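ATXN2-luciferase reporter cells (luciferase flanked by upstream and downstream ATXN2 gene portions) were treated 24 h at 37 °C with compounds at up to 57 uM. SteadyGlo luminescence gave expression; GF-AFC fluorescence gave viability.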
* marks the source's active call; other numbers are inactive results; i = inactive; ? = inconclusive; . = not tested or not shown; [ ] = remark or other dose. Unless noted, calls come from the whole dose curve; as a rule, active = well fitted curve in the direction sought with a large enough effect; inconclusive = small, poorly fitted or top-dose-only effect, or another doubt; inactive = no such curve, though single readings can be large; an effect the other way counts as inactive or inconclusive.

SMILES	IL1B secr inh	TGFb inhibitor	HepG2 tox	MCF10A rerep	S2 tox	Nrf2 inh	Nrf2 activator	A549 viability	ATXN2 expr inh
CC(C(=O)N(C)C1CCS(=O)(=O)C1)N1C(=O)/C(=C/c2cccs2)SC1=S (stereo unspecified)	14	-2%	3%	?	i	-18%	12%	?	8%
Cc1ccc(S(=O)(=O)N2CCN(C(=O)COC(=O)c3c(C)noc3C)CC2)c(C)c1	0	-6%	3%	-2%	i	1%	-0.4%	-1%	-1%
Cc1ccc(NC(=O)c2ncn(CCCNCc3ccccc3)n2)cc1C	?	-1%	-34%	6%	i	?	0.1%	-7%	-1%
COC(=O)Cn1c(=O)c2c(nc3n2CCN3c2cccc(C)c2)n(C)c1=O	.	10%	2%	.	.	-9%	0.8%	9%	.
CN(c1ccccc1C(=O)Nc1ccc(S(=O)(=O)N2CCOCC2)cc1)S(C)(=O)=O	0	?	-18%	-2%	i	10%	-0.2%[9.22 µM]	9%	-2%
CC(C)c1ccc(NC(=O)COc2nncc3ccccc23)cc1	11	3%	0%	-10%	i	-6%	3.9%	0%	-8%[11.3 µM]
Cc1ccc(S(=O)(=O)N(C)C)cc1NC(=O)[C@H](Cc1ccccc1)N1C(=O)c2ccccc2C1=O	4	-19%	-16%	3%	i	1%	6.5%	2%	3%
COc1ccc(C(C)(C)C)cc1NC(=O)COC(=O)c1cnc(C)cn1	43	-4%	-12%	-8%	i	6%	-0.6%	0%	2%
CN(c1ccccn1)c1ncnc2[nH]ncc12	1	-2%	1%	3%	i	22%	0.2%	10%	10%
CC1(C)OC(=O)C(=Cc2ccc(-c3ccc(S(N)(=O)=O)cc3)o2)C(=O)O1	-7	?	-27%	18µM*	?	0%	3.4%	1%	-30%
CC(Sc1nnc(Cc2cccs2)n1C)C(=O)Nc1ccc(C(N)=O)cc1 (stereo unspecified)	8	0%	-4%	-1%	i	-1%	0.3%	-1%	2%
COCCNC(=O)/C(C#N)=C\c1ccc(CNC(=O)C(=O)Nc2ccc(C)c(C)c2)o1	?	-4%	8%	?	i	-4%	-0.4%	1%	4%
COc1ccc(/C=C2\SC(=S)N(NS(=O)(=O)c3ccccc3)C2=O)c(OC)c1	5	17%	-21%	6%	.	14%	0.6%	-6%	31%[activator]
COc1cccc(CN2CCCC(N3CCc4ccccc4C3)C2)c1O (stereo unspecified)	-5	3%	-10%	8%	i	-21%	1.2%	1%	-6%
CN(C)/N=C/c1ccc([N+](=O)[O-])cc1[N+](=O)[O-]	6	4%	-21%	0%	i	?	4.2%	-15%	-22%
COc1ccccc1N(C)C(=O)c1cc(S(=O)(=O)N2CCCC2)cn1C	1	-20%	-23%	-2%	i	3%	-0.3%	0%	-7%
O=C(CC1S/C(=N/N=C/c2c[nH]c3ccccc23)NC1=O)Nc1ccccc1 (stereo unspecified)	0	-4%	1%	10%	?	3%	-0.1%[9.22 µM]	3%	7%
O=C(O)c1cc2ccccc2cn1	6	1%	3%	1%	i	-1%	-0.1%	6%	13%
CC(c1nc2ccccc2c(=O)[nH]1)N1CCCN(S(=O)(=O)c2ccc(F)cc2)CC1 (stereo unspecified)	-4	5%	-5%	16%	i	?	0.5%	-5%	.
Cc1cc(O)cc(=O)n1CCc1ccccc1	-5	6%	1%	2%	i	3%	0.4%	-1%	.

Compound profiles, as listed above. Order of screens: IL1B secr inh	TGFb inhibitor	HepG2 tox	MCF10A rerep	S2 tox	Nrf2 inh	Nrf2 activator	A549 viability	ATXN2 expr inh
COC(=O)Cn1c(=O)c2c(nc3n2CCN3c2cccc(C)c2)n(C)c1=O in the list: .	10%	2%	.	.	-9%	0.8%	9%	.
Cc1cc(O)cc(=O)n1CCc1ccccc1 in the list: -5	6%	1%	2%	i	3%	0.4%	-1%	.

Carrying on.
SMILES	IL1B secr inh	TGFb inhibitor	HepG2 tox	MCF10A rerep	S2 tox	Nrf2 inh	Nrf2 activator	A549 viability	ATXN2 expr inh
Cn1c(=NC(=O)CS(=O)(=O)c2ccccc2)sc2cc([N+](=O)[O-])ccc21	-2	1%	-8%	-9%	i	-19%	-0.1%	-5%	-20%
Fc1ccc(OCc2nc(-c3cccs3)no2)cc1	6	-6%	-4%	-4%	i	?	?	7%	14%[11.3 µM]
Cc1ccc(Oc2coc3cc(OCC(=O)NC4CCCCC4)ccc3c2=O)cc1	.	-9%	-1%	.	i	0%	0.7%	0%	7%
CCN(CC)CCNC(=O)C(C)c1nn(C)c(=O)c2ccccc12 (stereo unspecified)	25	-27%	8%	0%	i	.	2.6%	2%	-8%
N=c1c(C(=O)NCc2ccco2)cc2c(=O)n3ccccc3nc2n1CCc1ccccc1	-1	?	-8%	8.2µM*	i	-3%	13%	-25%	-19%
CCC(=O)N1c2ccccc2CC1C(=O)NCCc1ccccc1Cl (stereo unspecified)	.	-23%	-8%	.	i	.	0.0%	-1%	-5%
CC(O)C1CCC2C3CCC4CC(O)CCC4(C)C3C(=O)CC12C (stereo unspecified)	-9	13%	0%	17%	i	2%	0.0%	-2%	3%
CCCCNC(=O)CSc1nc2n[nH]c(C)c2c(=N)n1-c1ccccc1CC	.	0%	-3%	.	.	.	3.5%	-4%	.
CCn1c(=O)n(CC)c2cc(S(=O)(=O)N3CCC(c4ccccc4)CC3)ccc21	13	?	-5%	-5%	i	?	-0.3%	-16%	-4%
CCOC(=O)N1CCN(Cc2cn3ccccc3n2)CC1	-6	-1%	12%	4%	i	14%	-0.1%	0%	30%
COc1cccc(NC(=O)C(=O)NCCc2csc(-c3ccc(C(F)(F)F)cc3)n2)c1	.	0%	2%	.	.	.	4.8%	2%	.
CCCCNC(=O)C1CCN(S(=O)(=O)c2cnc[nH]2)CC1	10	10%	2%	1%	i	22%	0.3%	-4%	4%
O=C1c2[nH]nc(-c3ccccc3O)c2C(c2cccc(OCc3ccccc3)c2)N1CCCO (stereo unspecified)	.	10µM*	-102%	.	.	10%	-0.7%	-4%	.
O=C(Cn1cnc2scc(-c3ccc(Br)cc3)c2c1=O)N1CCOCC1	-27	5%	1%	-1%	i	-10%	0.2%	1%	-3%
Cc1oc2cc(O)ccc2c(=O)c1Oc1ccc(F)cc1	0	17%	-2%	-8%	i	-2%	4.1%	2%	6%
CCCCC(=O)N(C)c1c(CC)nc2c(OCc3ccc(S(C)(=O)=O)cc3)cccn12	28	-22%	-23%	.	i	.	-1.2%	.	1%
NS(=O)(=O)c1ccc2nc(-c3ccccc3)c(-c3ccccc3)nc2c1	8	-2%	0%	14%	i	?	-0.2%	-9%	-2%
COc1cc(CNCCSc2nnnn2C)ccc1OCc1ccc(F)cc1	.	-20%	-30%	.	i	16%	2.2%	-8%	12%
CN(Cc1ccco1)C(=O)CSc1nn2c(=O)c(C(C)(C)C)nnc2s1	-25	-12%	2%	-8%	i	1%	?	-7%	-4%
COC(=O)CSc1nccc(C)n1	-7	-13%	-14%	1%	i	-2%	-0.6%	-11%	.

Filtered by structure, the entries above containing fluorine (five)
SMILES	IL1B secr inh	TGFb inhibitor	HepG2 tox	MCF10A rerep	S2 tox	Nrf2 inh	Nrf2 activator	A549 viability	ATXN2 expr inh
CC(c1nc2ccccc2c(=O)[nH]1)N1CCCN(S(=O)(=O)c2ccc(F)cc2)CC1 (stereo unspecified)	-4	5%	-5%	16%	i	?	0.5%	-5%	.
Fc1ccc(OCc2nc(-c3cccs3)no2)cc1	6	-6%	-4%	-4%	i	?	?	7%	14%[11.3 µM]
COc1cccc(NC(=O)C(=O)NCCc2csc(-c3ccc(C(F)(F)F)cc3)n2)c1	.	0%	2%	.	.	.	4.8%	2%	.
Cc1oc2cc(O)ccc2c(=O)c1Oc1ccc(F)cc1	0	17%	-2%	-8%	i	-2%	4.1%	2%	6%
COc1cc(CNCCSc2nnnn2C)ccc1OCc1ccc(F)cc1	.	-20%	-30%	.	i	16%	2.2%	-8%	12%

Next part.
SMILES	IL1B secr inh	TGFb inhibitor	HepG2 tox	MCF10A rerep	S2 tox	Nrf2 inh	Nrf2 activator	A549 viability	ATXN2 expr inh
CCOc1ccc(NC(=O)CN2C(=O)NC(C)(c3ccc(OC(F)F)cc3)C2=O)cc1 (stereo unspecified)	-67*	-1%	1%	17%	?	0%	?	-4%	7%
COc1ccc(/C(O)=C2/C(=O)C(=O)N(CCCN3CCOCC3)C2c2ccc(C)cc2)cc1 (stereo unspecified)	0	-9%	-1%	1%	i	-1%	0.4%	-12%	10%
CC[C@H](CO)Oc1cc(NCc2ccc(Cl)c(Cl)c2)c2ncn(C(C)C)c2c1	-20	?	-60%	21µM*	.	-10%	-0.4%	-22%	?
Cc1nn(C(C)C(=O)NNC(=S)Nc2ccc(Cl)cc2)c(C)c1[N+](=O)[O-] (stereo unspecified)	19	-2%	-17%	1%	i	.	-0.2%	5%	7%
C=CCn1c(SCc2ccc(F)cc2)nnc1-c1sc2nc(C)cc(C)c2c1N	45	13%	7%	3%	i	-4%	-0.8%	-7%	19%
CCOC(=O)C1=CCN(S(=O)(=O)c2ccccc2Br)C1c1ccc(Cl)c(Cl)c1 (stereo unspecified)	-29	?	-14%	.	i	.	14%	.	?
O=S(=O)(c1cccs1)N1CCN(C/C=C/c2ccccc2)CC1	-3	-34%	-7%	2%	i	.	2.3%	11%	-33%
O=C(/C=C/c1cccc(Br)c1)OCC(=O)N1CCN(c2ccccc2)CC1	-3	20%	9%	-8%	i	-13%	-0.2%	0%	.
CC(C(=O)Nc1ccc(C(N)=O)cc1)N1C(=O)c2ccccc2S1(=O)=O (stereo unspecified)	-17	2%	4%	0%	i	12%	0.0%	11%	-11%
Cn1cc(CN2CCCCC2CO)c(-c2ccc(Oc3ccccc3)cc2)n1 (stereo unspecified)	?	-3%	-19%	?	i	24%	2.7%	-7%	-39%[11.3 µM]
